# D1 PAM = enhances dopamine response at the human D1 receptor; P21728; HEK293 TREx D1 cells, calcium flux, dopamine EC20 potentiation; potentiation, % at 10 µM; 360,000 compounds, 0.036% hits; AID 504651; in the data active = potentiation above about 30%; note: 0% is about no effect
# Target sequence (P21728 whole entry, looked up): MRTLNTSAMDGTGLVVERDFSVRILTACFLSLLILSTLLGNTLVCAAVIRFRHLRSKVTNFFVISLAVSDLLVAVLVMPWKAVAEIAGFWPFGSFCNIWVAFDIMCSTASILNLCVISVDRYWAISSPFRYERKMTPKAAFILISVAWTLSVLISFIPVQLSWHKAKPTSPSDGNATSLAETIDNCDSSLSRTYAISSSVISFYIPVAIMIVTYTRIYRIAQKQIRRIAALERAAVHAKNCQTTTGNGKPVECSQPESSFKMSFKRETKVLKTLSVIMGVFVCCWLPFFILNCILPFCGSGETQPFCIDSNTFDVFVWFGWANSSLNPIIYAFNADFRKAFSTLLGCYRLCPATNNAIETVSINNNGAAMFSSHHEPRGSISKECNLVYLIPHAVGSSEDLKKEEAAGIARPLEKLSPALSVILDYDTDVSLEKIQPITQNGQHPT
# RXFP1 antagonist = antagonists of human relaxin receptor RXFP1. Q9HBX9. HEK293-RXFP1, relaxin-stimulated cAMP HTRF, 30 min; stronger effect = lower value. activity change, negative = inhibition, % at 57.5 µM. 350,000 compounds, 0.59% hits;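 active = activity change of -60% or lower, but not beyond a set lower limit; inconclusive = change between -60% and -40%, or beyond the set limit; inactive = change above -40%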; note: % is set by controls: 0 for no effect and ±100 for the full control effect
# TRHR agonist = TRH receptor (human) agonism; TRHR cells, calcium flux fluo-8, FDSS agonist mode; 360,000 compounds, 0.18% hits; P34981; activation, % at 2 µM; note: 0% is about no effect
#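 TRHR-expressing cells loaded with fluo-8 calcium dye; 23 nL library compound pin-transferred, kinetic FDSS fluorescence (Ex 480/Em 530) recorded about 180 s for agonist-induced calcium release, before a 10 nM TRH EC20 addition for potentiator mode.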
# D2 PAM = D2 dopamine receptor (human) potentiation; P14416; HEK293 T-REx D2, calcium flux, EC20 dopamine potentiation; potentiation, % at 10 µM; 340,000 compounds, 0.34% hits; AID 485347;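 active = potentiation over 3 SD above the plate norm, cut at about 30% in these data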; note: 0% is about no effect
# Target sequence (P14416 whole entry, looked up): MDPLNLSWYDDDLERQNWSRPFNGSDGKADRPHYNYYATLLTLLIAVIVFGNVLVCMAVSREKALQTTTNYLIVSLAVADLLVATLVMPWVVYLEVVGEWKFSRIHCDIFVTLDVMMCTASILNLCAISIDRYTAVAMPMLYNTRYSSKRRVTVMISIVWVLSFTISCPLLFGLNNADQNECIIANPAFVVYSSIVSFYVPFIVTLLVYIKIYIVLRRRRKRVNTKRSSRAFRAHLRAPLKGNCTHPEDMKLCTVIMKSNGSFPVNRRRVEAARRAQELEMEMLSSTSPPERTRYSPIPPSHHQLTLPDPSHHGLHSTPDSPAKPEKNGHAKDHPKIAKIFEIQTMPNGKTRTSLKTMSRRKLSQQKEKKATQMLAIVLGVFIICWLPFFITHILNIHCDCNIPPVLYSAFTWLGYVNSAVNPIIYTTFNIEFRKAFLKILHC
#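 Potentiation of an EC20 dopamine calcium response is measured in a force-coupled, tetracycline-inducible Hek293 Trex D2 line. Compound-only kinetic reads over 180 s flag agonists before dopamine addition.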
# D1 ag = activates the human D1 dopamine receptor. P21728. HEK293 T-REx D1 cells, calcium flux, agonist mode. activation, % at 2 µM. 360,000 compounds, 1% hits; note: 0% is about no effect
#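 Tetracycline-induced HEK293 TREx D1 cells, force-coupled to calcium signalling, were dye-loaded with a no-wash calcium kit. Compound was pin-added after a 10 s baseline. Fluorescence was read kinetically at 1 cycle/s for 180 s, with calcium rises flagged as agonism.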
# TRHR PAM = allosteric enhancers of human TRH receptor; enhancement, % at 2 µM; P34981; TRHR cells, fluo-8 calcium fluorescence, EC20 TRH enhancement; 360,000 compounds, 0.66% hits; in the data active = enhancement above about 30%; note: 0% is about no effect
#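 Enhancer read-out: after compound pinning and an initial kinetic agonist-mode read, an EC20 of TRH (10 nM final) was injected and fluo-8 calcium signal (Ex 480/Em 530) followed at 1 s/cycle for 100 cycles in TRHR-expressing cells.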
# D2 ag = agonists of human D2 dopamine receptor | P14416 | HEK293 T-REx D2 cells, calcium flux agonist mode | activation, % at 2 µM | 340,000 compounds, 0.53% hits | AID 485358;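 active = activation over 3 SD above normal in the single-dose calcium agonist read, cut at about 30% in these data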; note: 0% is about no effect
#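 Tetracycline-induced HEK293 T-REx cells with force-coupled D2 receptor, plated overnight at 30 C, loaded with no-wash calcium dye. After a 10 s baseline, compound was pin-added and calcium flux read kinetically for 180 s; calcium rises flagged agonists.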
# D1 antag = blocks dopamine activation of the human D1 receptor | P21728 | HEK293 TREx D1 cells, calcium flux, dopamine EC80; stronger effect = lower value | activity change, negative = inhibition, % at 10 µM | 360,000 compounds, 3.2% hits; in the data active = activity change below about -30%; note: % is set by controls: 0 for no effect and ±100 for the full control effect
#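 Tetracycline-induced HEK293 T-REx cells with force-coupled D1 receptor were loaded with a no-wash calcium dye. Compound was added after a 10 s baseline and read kinetically for 180 s; EC80 dopamine was then added and calcium flux followed another 180 s.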
# D2 antagonist = antagonizes the human D2 dopamine receptor; P14416; HEK293 TREx D2 cells, calcium flux, dopamine EC80; inhibition, % at 10 µM; 340,000 compounds, 2% hits; AID 485344; in the data active = inhibition above about 30%; note: 0% is about no effect
#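 Calcium mobilization kinetics were recorded at 1 s intervals in tetracycline-induced HEK293 T-REx D2 cells, first for 180 s after compound addition and then 180 s after EC80 dopamine.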
# * marks the source's active call; other numbers are inactive results; ? = inconclusive; nt = no result given. Cut-off read from the data, not from the text of the source, unless noted: active = activation above about 30%; inactive = the rest.
no.	mol	D1 PAM	RXFP1 antagonist	TRHR agonist	D2 PAM	D1 ag	TRHR PAM	D2 ag	D1 antag	D2 antagonist
1	CCOC(=O)c1cnc2ccc(C)cc2c1Sc1ccccc1	-8	-32	0.6	6	10	3	2.9	10	-3
2	CCOc1ccccc1NC(=O)C1CCCN(S(=O)(=O)c2ccccc2)C1 (stereo unspecified)	4	0	0.0	1	2	26	-0.2	12	-8
3	CNC(=O)COC(=O)/C=C/c1cn(-c2ccccc2)nc1-c1ccc(C)o1	-9	23	-1.6	7	1	-1	-0.7	-5	22
4	Cc1cccc(-n2c(N)cc(=O)nc2SCC(=O)NC2CCCCC2)c1	-4	-32	-0.2	3	1	-1	-0.1	-14	-13
5	Cc1nc(C(=O)Nc2ccccc2)sc1C1(C)CC(c2cccc([N+](=O)[O-])c2)=NO1 (stereo unspecified)	-6	nt	1.7	1	4	5	0.7	-33*	-9
6	O=C(O)c1cc(Cl)c(Cl)cc1C(=O)N1CCOCC1	9	0	0.8	8	1	-1	0.9	2	-3
7	CCOC(=O)N1CCc2c(sc3c2c(=O)n(CCc2ccccc2)c(=O)n3Cc2c(F)cccc2Cl)C1	0	7	0.3	-3	1	-1	0.4	8	nt
8	CCOC(=O)c1c(C)[nH]c(C)c1S(=O)(=O)NCCN1CCN(c2ccccc2F)CC1	-20	18	-0.4	-7	2	-4	0.1	-79*	26
9	CN(C)S(=O)(=O)c1cccc(NC(=S)N2CCc3ccccc32)c1	-7	2	5.2	10	10	4	0.5	-25	-9
10	CC(C)(C)c1cccc(OCCCSc2ncccn2)c1	1	-10	1.1	9	6	3	0.0	-7	-22
11	COC(=O)c1c(NC(=O)/C(C#N)=C/c2ccccc2)sc2c1C(C(=O)OC)CC2 (stereo unspecified)	5	nt	0.9	-11	4	14	0.8	-1	nt
12	O/N=C/c1ccccc1OCc1ccc(Cl)cc1	2	-11	-0.9	24	2	3	-0.2	18	5
13	CC1(c2ccc3noc(-c4ccccc4)c3c2)OCCO1	-3	-11	-0.9	16	1	3	-0.5	-21	-12
14	CCCCNC(=O)C1CCN(S(=O)(=O)c2cc(Br)cc3c2N(C(=O)CC)CC3)CC1	1	1	-2.0	12	-1	4	-0.1	8	nt
15	O=S1(=O)CCN(Cc2ccc(Cl)c(C(F)(F)F)c2)CC1	10	0	1.4	-8	4	3	1.2	-2	-8
16	COc1ccc(CC(=O)NC2CC(=O)N(c3cccc(F)c3)C2)cc1 (stereo unspecified)	-2	-3	0.1	-1	0	2	0.1	nt	nt
17	CCC(=O)N1CCc2cc(S(=O)(=O)CCC(=O)NCCc3ccc(S(N)(=O)=O)cc3)ccc21	10	11	0.8	-6	1	-4	0.4	-2	32*
18	Cc1ccc(NC(=O)Cn2cc(C(=O)c3cccs3)c3ccccc32)cc1C	-5	-8	-0.4	nt	7	-12	-0.5	1	nt
19	CCCCn1c(N)c(N(CC(C)C)C(=O)CCCn2c(=O)oc3ccccc32)c(=O)[nH]c1=O	20	-4	0.7	17	0	2	-0.2	6	6
20	CC(C)N1CCC(N2CCN(Cc3ccc4nsnc4c3)CC2CCO)CC1 (stereo unspecified)	9	2	-0.1	-6	1	1	0.4	-6	-4
21	Cc1nc(NCCc2ccccc2)sc1C(=O)N(C)C	4	-10	0.7	-12	1	16	1.4	5	11
22	O=C1CC(C(=O)Nc2ccc(F)cc2)S/C(=N\N=C\c2ccco2)N1 (stereo unspecified)	-8	-14	-1.2	11	2	8	-1.8	4	-5
23	Cc1ccc(NC(=O)CSCC(=O)Nc2ccc(S(=O)(=O)N3CCOCC3)cc2)cc1	-8	-6	-0.2	nt	1	-2	nt	-16	nt
24	O=C(O)c1ccc2c3c(cccc13)C(=O)N(c1cccc3ccccc13)C2=O	2	-7	0.1	10	3	2	0.6	-6	-4
25	O=C(O)c1ccc(-c2sc(Nc3ccccc3)n[n+]2-c2ccc(F)cc2)cc1	-3	nt	0.4	6	2	-1	0.7	-9	-4
26	Cn1nnnc1SCC(=O)N1CCN(S(=O)(=O)c2ccc(Cl)cc2)CC1	-4	-2	0.1	-2	4	-3	1.4	-15	10
27	CC(C)NC(=O)CN(Cc1ccccc1)S(=O)(=O)c1ccccc1	-3	-11	-0.2	21	2	3	-0.1	2	-4
28	CC1=NN(c2ccc(Cl)cc2)C(=O)/C1=C\c1cccn1-c1ccc(S(N)(=O)=O)cc1	-11	-3	-0.5	4	3	6	1.7	-4	20
29	COc1ccc(NC(=O)Cc2coc3cc(C)cc(C)c23)c(OC)c1	0	-20	-0.2	4	6	-5	-0.1	8	nt
30	Cn1cc(CN2CCCC(C(=O)Nc3cccc(-n4cccn4)c3)C2)cn1 (stereo unspecified)	2	0	-0.1	-19	0	-3	-0.4	0	21
31	Cc1ccccc1-c1nc(CS(=O)(=O)CC(=O)NCCCN2CCCC2=O)c(C)o1	0	3	0.0	8	1	3	0.2	-11	-10
32	NC(=O)c1ccc(NC(=O)c2ccc(COc3ccc(F)cc3)o2)cc1	5	-1	0.0	0	1	0	0.6	-3	-10
33	CCS(=O)(=O)N1CCN=C1SC(C)c1ccccc1 (stereo unspecified)	-2	5	0.4	-3	4	3	0.0	-10	-56
34	Cc1nn(CCO)c2nc(-c3cccs3)cc(C(F)(F)F)c12	-1	-9	0.0	-1	4	0	2.7	22	-2
35	Cc1ccc(N2CC(C(=O)Nc3ccc(Cl)cc3Cl)CC2=O)cc1 (stereo unspecified)	-1	-12	-0.1	-13	-4	-2	0.1	-8	nt
36	CC/C=C/C(=O)N1CC2(CC(c3cccc(NC(=O)CCCCC)c3)=NO2)C[C@H]1C(N)=O (stereo partly specified)	-1	nt	0.1	0	3	3	0.2	12	10
37	Cc1cccc(N(C(=O)c2csnn2)C(C(=O)NCc2ccccc2)c2cccs2)c1 (stereo unspecified)	-2	22	0.3	-11	2	-6	1.2	0	-5
38	O=C(c1cnc(N2CCCCC2)c2ccccc12)N1CCN(c2ccccc2F)CC1	-3	?	-0.7	-1	0	-7	nt	13	nt
39	CC(C)C[C@H](NC(=O)N1CC(=O)Nc2ccccc21)C(=O)N[C@@H](Cc1ccccc1)C(=O)O	5	nt	0.2	5	1	0	0.3	0	2
40	O=C(COC(=O)Cc1ccsc1)Nc1ccc(S(=O)(=O)N2CCOCC2)cc1	-2	2	0.7	-5	4	5	1.1	2	-3
41	COc1ccccc1C1C(C(N)=O)=C(C)Nc2nc(-c3ccc(Cl)cc3)nn21 (stereo unspecified)	-2	-16	0.2	0	1	-3	-0.9	7	9
42	O=C(O)/C=C/c1cccnc1	-4	3	0.9	-9	1	-1	0.6	-80*	4
43	CC1CC(C)CN(CCCNC(=O)CN2C(=O)c3cccnc3Oc3ccc(Cl)cc32)C1 (stereo unspecified)	0	3	-0.9	8	4	-2	-0.2	7	-4
44	Cc1cc2n(n1)C(c1c[nH]c3ccccc13)Nc1ccccc1-2 (stereo unspecified)	-2	-5	0.1	nt	2	-4	nt	-25	nt
45	OC(COCCOc1ccc(Br)cc1)CN1CCN(Cc2ccccc2)CC1 (stereo unspecified)	-11	-3	1.3	-11	27	11	1.6	-31*	30
46	COC(=O)c1cc(NC(=O)CN2C(=O)CSC2=O)ccc1Cl	-4	9	0.3	-7	-1	6	0.1	10	5
47	Cc1cc(C)n2nc(SCC(=O)NC3CCCC(C)C3C)nc2n1 (stereo unspecified)	-2	22	0.3	2	2	6	-0.4	1	-2
48	CCOc1ccc(-c2nc(N)ncc2Oc2cccc(OC)c2)c(O)c1	2	0	-0.4	4	9	6	0.3	12	7
49	Cc1ccccc1NC(=S)N(CCCN1CCOCC1)Cc1cccs1	-1	-4	0.4	-10	4	1	1.8	-6	-2
50	COc1ccc(-c2c(C)nn3c(N4CCC(C(=O)NCCN(C)C)CC4)cc(C)nc23)cc1OC	2	13	1.0	19	0	7	-0.4	10	-8
51	Cc1cccn2c(=O)c(C=O)c(N3CCN(c4ccccc4)CC3)nc12	2	-12	-0.2	-1	1	-3	0.0	18	8
52	CC(=Nc1ccc2c(c1)nc(CO)n2C)C1=C(O)CC(C)(C)CC1=O	-3	22	0.0	-1	2	-1	-0.7	-2	-4
53	CCOC(=O)C1CCN(C(c2ccccc2OC)c2c(O)cc(C)n(CCOC)c2=O)CC1 (stereo unspecified)	-2	4	-0.3	9	0	-7	-0.1	-16	nt
54	Cc1cccc(CC2SC(N3CCN(c4ccccc4)CC3)=NC2=O)c1 (stereo unspecified)	-4	-16	-0.7	6	1	-1	2.7	7	12
55	Cc1nn(C)c(C)c1/C=C(\C#N)C(N)=O	3	22	0.9	3	2	8	0.1	-6	-11
56	CN(CC(=O)N1CCCCCC1)S(=O)(=O)c1cccc2cccnc12	-5	nt	-0.7	-16	1	-3	0.4	11	13
57	Cc1sc2ncn(CC(=O)NCCCC(=O)N3CCC(C)CC3)c(=O)c2c1C	-2	7	-0.3	21	2	-2	0.8	3	-8
58	CCOc1ccccc1CNC(=O)CCCN1C(=O)COc2ccc(C)cc21	-3	4	-0.8	20	29	0	-1.1	4	nt
59	CC(=O)c1nn(-c2ccc(C(F)(F)F)cc2)c(=O)[nH]c1=O	3	-1	-0.3	-4	2	0	0.9	-1	13
60	COc1cc(S(=O)(=O)NCC2OCCc3ccccc32)ccc1-n1cnnn1 (stereo unspecified)	0	11	0.8	20	5	1	-0.9	-9	6

# Next section.
no.	mol	D1 PAM	RXFP1 antagonist	TRHR agonist	D2 PAM	D1 ag	TRHR PAM	D2 ag	D1 antag	D2 antagonist
61	CN(CC(=O)NCCCN1CCOCC1)S(=O)(=O)c1ccc(F)cc1	2	12	0.8	nt	0	4	-3.0	7	7
62	Cc1cccc(N2CCc3c2nc2ccc(Br)cc2c3N)c1	-9	4	2.8	-7	10	-2	0.0	-20	2
63	O=S(=O)(c1ccc(OC(F)(F)F)cc1)N1CCC(c2nc3ccccc3s2)CC1	1	-13	1.9	-7	0	1	13	5	nt
64	Cc1onc(-c2c(F)cccc2Cl)c1C(=O)N=C(N)N1CCCC1	-13	-12	-0.1	5	1	0	-0.2	-16	8
65	CN1C(=O)NC(NC(=O)c2cccs2)(C(F)(F)F)C1=O (stereo unspecified)	5	-6	-0.6	7	3	3	0.9	-9	7
66	O=C(c1cc2c(F)cccc2s1)N1CCCC1	7	-3	-0.3	nt	0	-12	nt	3	nt

# Ordered by length of the SMILES (highest first): 3 of the compounds above
no.	mol	D1 PAM	RXFP1 antagonist	TRHR agonist	D2 PAM	D1 ag	TRHR PAM	D2 ag	D1 antag	D2 antagonist
63	O=S(=O)(c1ccc(OC(F)(F)F)cc1)N1CCC(c2nc3ccccc3s2)CC1	1	-13	1.9	-7	0	1	13	5	nt
64	Cc1onc(-c2c(F)cccc2Cl)c1C(=O)N=C(N)N1CCCC1	-13	-12	-0.1	5	1	0	-0.2	-16	8
66	O=C(c1cc2c(F)cccc2s1)N1CCCC1	7	-3	-0.3	nt	0	-12	nt	3	nt

# High-throughput results deposited in PubChem BioAssay by National Center for Advancing Translational Sciences (NCATS).
